# Source: PubChem
# sdo1 growth: compounds rescuing growth of sdo1-depleted yeast, bone marrow failure model; 140,000 tested, 0.21% active; z-score at 10 µM; S. cerevisiae sdo1-depleted JHY4D growth rescue, OD600 30 h; active compounds read high; pdr5 snq2 efflux-pump mutant strain;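 active means z-score above 3 at both the 24 hr and the 30 hr optical density reads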;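 further: z-score against mean and SD of all compound wells on the same plate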
# INS promoter inh: TRM-6 insulin promoter activity inhibition | inhibition, % at 2 µM | AID 1273 | 130,000 tested, 0.9% active | TRM-6 cells (human fetal islet line), insulin promoter-eGFP reporter, imaging; reporter expression induced with tamoxifen;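 active means inhibition above the mean plus 3 SD, with well images judged a real hit on visual review, cut at about 60% in these data, passing the limit was not always enough; inconclusive means inhibition over the cutoff but images rejected on review; inactive means inhibition not above the cutoff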
# sdo1 growth Rescue 24 h: second read-out of sdo1 growth, no call of its own (marks repeat the call); z-score; S. cerevisiae sdo1-depleted JHY4D growth rescue, OD600; measured here: growth rescue at 24 h;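 0 is the plate mean of compound wells and units are plate SD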
# Active calls of the source: *; i = inactive; ? = inconclusive; nt = no result given; [ ] = remark or other dose.
INS promoter inh	sdo1 growth Rescue 24 h	sdo1 growth	molecule
nt	0.57	0.78	CCCC(=Nc1ccccc1)C1=C(O)C(C(=O)OC)C(C)(C)CC1=O (configuration not stated)
-7.4	-0.35	-0.32	NNc1nc2ccc(F)cc2s1
-95.2	-0.88	-1.83	C#C[C@]1(O)CC[C@H]2[C@@H]3CCc4cc(O)ccc4[C@H]3CC[C@@]21C
-80.0	nt	nt	NC(=S)N/N=C/c1ccc2c(c1)OCCO2
26.7	0.78	0.82	O=C(O)c1cc(S(=O)(=O)N2CCCCCC2)c(Cl)cc1Cl
0.0	-0.21	0.32	COc1ccc(C(NC(=O)c2ccco2)c2ccc(OC)c(OC)c2)cc1 (configuration not stated)
-16.3	0.48	-0.13	COc1ccc(OC)c(-c2cc(C3CCN(c4ncccc4[N+](=O)[O-])CC3)[nH]n2)c1
-25.6	nt	nt	COC(=O)c1ccccc1NC(=O)NCCc1ccccc1OC
nt	-1.48	-1.06	CN1CCN(CC#CCn2c3ccccc3c3ccccc32)CC1
36.8	-1.09	-0.92	Cc1cc(C)c2[nH]c(=O)c(CN(Cc3cccs3)C(=S)NCc3ccco3)cc2c1
40.5	0.91	0.71	O=C(NCc1ccco1)[C@@H]1CCCN1C(=O)c1cccs1
-13.9	0.03	0.3	C=CCn1c(SCC(=O)NC2CCCCC2)nnc1C1CCCCC1
-20.7	-0.85	-0.12	COc1cccc(C(=O)CN2C3=NCCCN3c3ccccc32)c1
nt	1.45	1.49	Cn1nnnc1SCc1ccccc1[N+](=O)[O-]
-30.0	3.22	1.13	N#C/C(=C\c1cn(-c2ccccc2)nc1-c1cc2ccccc2o1)c1nc2ccccc2[nH]1
nt	0.35	-0.02[10.9 µM]	O=S1(=O)C[C@@H](N2CCOCC2)[C@H](N2CCOCC2)C1
-52.6	nt	nt	CCC(C)(C)NC(=O)C(c1cccs1)N(C(=O)c1ccn[nH]1)c1cccc(OC)c1 (configuration not stated)
-13.3	1.29	0.73	COc1cc(C(=O)NNC(=S)NC(=O)c2ccc(Cl)cc2)cc(OC)c1OC
10.0	1.14	0.67	Cc1cccc(COCC(CC(C)C)N2CCN(C(=O)c3ccc(C(F)(F)F)cc3)CCC2=O)c1 (configuration not stated)
-7.1	nt	nt	Cc1cccc2cncc(OCc3nnc(SC(F)F)n3C)c12
?	1.34	1.09	Cc1cc(Oc2ccc(=O)n(C)n2)nc(Oc2ccc(=O)[nH]n2)n1
-45.0	0.39	-0.33	CN(C)S(=O)(=O)N(Cc1ccc(Br)cc1)c1ccccc1
-9.4	2.38	1.77	COc1cc(NC(=S)NNC(=O)CC(C)C)c(OC)cc1Cl
nt	0.85	0.71	Cc1onc(-c2c(F)cccc2Cl)c1C(=O)NC1=NCCS1
i	1.05	-1.17	Cc1cccc(N=Nc2ccc(O)c3ncccc23)c1

# Quoted from the results shown (three entries):
INS promoter inh	sdo1 growth Rescue 24 h	sdo1 growth	molecule
-9.4	2.38	1.77	COc1cc(NC(=S)NNC(=O)CC(C)C)c(OC)cc1Cl
nt	0.85	0.71	Cc1onc(-c2c(F)cccc2Cl)c1C(=O)NC1=NCCS1
i	1.05	-1.17	Cc1cccc(N=Nc2ccc(O)c3ncccc23)c1

# Next entries follow.
INS promoter inh	sdo1 growth Rescue 24 h	sdo1 growth	molecule
11.4	0.69	0.63	CN(C)CC(=O)Nc1ccc(S(N)(=O)=O)cc1
-36.5	-0.08	-0.77	O=c1[nH]c(CSc2nc(-c3ccccc3)cs2)nc2ccccc12
38.5	0.4	1.11	O=C(Nc1cccnc1Cl)c1cc(-c2ccco2)on1
-69.2	-0.48	-0.03	CCOc1ccccc1C(=O)NN1C(=O)C2CCCCC2C1=O (configuration not stated)
26.7	nt	nt	CCN(C(=O)CC(C)C)c1nnc(Cn2nnc3ccccc32)s1
10.8	0.15	0.07	COc1ccc(C(=O)CSc2nnc(CNC(=O)c3ccc(OC)c(OC)c3)n2C)cc1
-69.2	-0.65	-0.03	N#CCCN(CCC#N)C(=O)COc1ccc(Cl)cc1Cl
-142.9	-1.22	-0.78	CC1CCCCC1NS(=O)(=O)c1ccc(S(=O)(=O)N2CCN(CCC#N)CC2)cc1 (configuration not stated)
nt	-0.25	1.24	CCn1cc(Cl)c(C(=O)NNC(=O)CCn2nc(C)c([N+](=O)[O-])c2C)n1
-76.9	nt	nt	Cc1cc(F)c(F)c(C(=O)N2CCCCC2C)c1Cl (configuration not stated)
-155.6	-0.77	-1.01	Oc1[nH]c2ccccc2c1C=Nc1ccc2c(c1)OCCO2
14.7	0.67	1.6	COc1cc(OC)cc(C(=O)N2CCC(C(=O)Nc3ccc4c(c3)OCCO4)CC2)c1
-100.0	nt	nt	CCC(Sc1ccc2nnc(-c3cccnc3)n2n1)C(=O)OC (configuration not stated)
-23.1	nt	nt	CN(C)c1ccc(/C=N/NC(=O)CCCO)cc1
16.2	0.78	1.25	CCOc1ccc(NCCC#N)cc1
26.7	1.58	1.56	CCC(CC)C(=O)c1c[nH]c(C(=O)NCCCN2CCOCC2)c1
nt	-1.02	-1.42	C=CCn1c(SCC(=O)Nc2cc(C)c(Cl)cc2OC)nnc1-c1ccco1
-450.0	0.17	0.35	Cc1ccc(C(=O)NCCn2c(N)c(C#N)c3nc4ccccc4nc32)cc1
nt	0.23	-0.2	CNC(=O)/C(C#N)=C/c1c(N(Cc2ccccc2)Cc2ccccc2)nc2ccccn2c1=O
nt	-0.5	0.16	C#CCN1C(=O)C2C(C(=O)NC)C3C=CC2(O3)C1C(=O)NCc1ccc(OC)cc1 (configuration not stated)
-27.3	-1.08	-0.96	CCSC1=C(C#N)C(c2ccccc2Cl)C(C(=O)c2cccs2)C(O)(C(F)(F)F)N1 (configuration not stated)
30.6	0.64	0.72	O=C(NCc1cccs1)C1CCCN(c2ncccn2)C1 (configuration not stated)
-109.3	-0.96	-0.53	CCN(CC)S(=O)(=O)c1ccc2nc(NC(=O)c3cccs3)sc2c1
2.3	nt	nt	Cc1cc(C)cc(NC(=S)NCc2ccc3c(c2)OCO3)c1
-16.7	nt	nt	O=C(/C=C/c1cn(-c2ccccc2)nc1-c1cccnc1)N1CCCC1
-85.0	nt	nt	O=c1c(Cl)c(NC2CC2)cnn1-c1ccccc1
46.9	-0.72	-0.58	Cc1ccc(Sc2ncnc(N)c2[N+](=O)[O-])cc1
47.1	0.13	-0.69	COc1ccc(OC)c(CN2CCCC(C(=O)N3CCCCC3)C2)c1 (configuration not stated)
52.9	-0.08	0.5	COC(=O)CN1C(=O)C(O)(CC(=O)c2ccc(C)o2)c2ccccc21 (configuration not stated)
-63.6	-0.35	-0.52	COc1cccc(C(=O)Nc2c3c(nn2-c2cccc(C)c2C)CS(=O)(=O)C3)c1OC
0.0	0.78	0.6	CC(=O)Nc1ccc(NCC(O)COc2ccccc2)cc1 (configuration not stated)
nt	0.86	0.84	CC(C(=O)Nc1ccc(C(=O)O)cc1)N1C(=O)c2ccccc2C1=O (configuration not stated)
38.9	-0.33	0.04	O=C(O)c1cccc(N2C(=O)C3CC=CCC3C2=O)c1 (configuration not stated)
-18.2	1.54	1.12	COc1ccc(OCCCC(=O)NCCc2ccc(OC)c(OC)c2)cc1
31.2	0.27	-0.26	CCCS(=O)(=O)N1CCC(C(=O)NCCN2CCCC2)CC1
-20.0	nt	nt	Cc1ccc(Cl)cc1N1CCN(C(=O)C(=O)N2CCCCC2)CC1
14.3	1.28	1.52	CC(=O)Nc1ccc(NC(=O)C2CCCCC2C(=O)O)cc1 (configuration not stated)
25.9	1.96	1.48	CC(C)c1ccc(N(CC(=O)Nc2ccc(S(=O)(=O)N3CCOCC3)cc2)S(C)(=O)=O)cc1
nt	1.55	1.27	Cc1ccc(C(=O)N/N=C2/NC(=O)CC(C(=O)Nc3ccccc3)S2)cc1 (configuration not stated)
35.7	1.2	0.54	O=C(CCC(=O)c1cccs1)OCc1nnc(-c2ccccc2)o1
0.0	-0.12	0.74	C/C(CCc1ccc2c(c1)OCO2)=N\NC(=O)c1ccccc1Cl
nt	-1.03	-0.15	Fc1ccccc1OCCCCCCN1CCCC1
0.0	0.09	-1.15	COc1ccc(/C=C/C(=O)OCC(=O)Nc2cc(C(F)(F)F)ccc2Cl)cc1
25.0	nt	nt	COc1cccc(OC)c1CN1CCCC(C(=O)c2ccccc2SC)C1 (configuration not stated)
42.9	2.05	1.87	COc1ccccc1Oc1c(C)oc2c(CN(C)C)c(O)ccc2c1=O
50.0	0.21	0.68	COCc1cc(=O)[nH]c(/N=C(\N)Nc2ccc(C)cc2)n1
-18.4	0.24	-0.26	Cc1ccc(N(C(C)C(=O)Nc2ccc(S(=O)(=O)N3CCOCC3)cc2)S(C)(=O)=O)cc1C (configuration not stated)
40.0	-0.95	-0.67	O=c1ncn(-c2ccccc2C(F)(F)F)c2ncccc12
20.0	-0.29	0.47	Cc1cc(OCC(C)C)ccc1/C(O)=C1/C(=O)C(=O)N(Cc2cccnc2)C1c1ccncc1 (configuration not stated)
40.6	-0.31	-0.06	Cc1ccccc1-n1nc(C(=O)O)cc1-c1ccccc1

# Brought forward from above: 2 entries, then new ones.
INS promoter inh	sdo1 growth Rescue 24 h	sdo1 growth	molecule
20.0	-0.29	0.47	Cc1cc(OCC(C)C)ccc1/C(O)=C1/C(=O)C(=O)N(Cc2cccnc2)C1c1ccncc1 (configuration not stated)
40.6	-0.31	-0.06	Cc1ccccc1-n1nc(C(=O)O)cc1-c1ccccc1
46.1	-0.36	-0.77	CCc1ccc(/C=C/C(=O)c2c(C)cc(C)[nH]c2=O)cc1
52.0	-0.19	-0.3	O=C1/C(=C/N(C(=O)c2ccco2)c2ccc(Br)cc2)Sc2ccccc21
-6.1	-0.73	-0.01	O=C(Oc1ccccc1)c1ccc2nccnc2c1
25.0	nt	nt	O=C1NC(=O)/C(=C\c2ccc(O)cc2O)S1
100.0*	nt	nt	Cc1cc(C(=O)CCl)c(C)n1CCc1ccc(F)cc1
-48.1	0.16	0.3	CC(C)(C)N(NC(=O)Nc1ccccc1)C(=O)c1ccccc1
nt	0.39	-0.6	Cc1ccc2c(c1)N(CCCC(=O)NCCC1=CCCCC1)C(=O)CO2
-100.0	-0.47	-1.2	COC(=O)CSC1=NS(=O)(=O)c2ccccc21
?	nt	nt	CC(C)Sc1nnc2n(CCc3ccccc3)c(=O)c3c4c(sc3n12)COC(C)(C)C4
50.0	-0.8	-0.68	CC1=CC(=NOC(=O)c2cccc([N+](=O)[O-])c2)C=C(C)C1=O
-14.3	0.07	0.8	CCC(=O)N1CCc2cc(S(=O)(=O)NCCN3CCC(C)CC3)ccc21
-57.1	-0.93	-0.94	CCOc1ccc(NC(=S)N(CCc2c(C)[nH]c3ccc(C)cc23)Cc2ccncc2)cc1
-81.8	nt	nt	Cc1c2c(n3c(nc4ccccc43)c1C#N)N(CCN(C)C)CC2
-20.0	0.57	0.51	C=CCNC(=S)NNC(=O)CCC(O)CCCCC (configuration not stated)
-58.8	-0.02	-0.88	C=CCn1c(SCc2ccc(C#N)cc2)nnc1-c1ccc(C)cc1
nt	-1.22	-0.86	COC(=O)c1sc2ncccc2c1OCc1ccc(Cl)cc1
30.0	0.5	0.56	CCc1ccc(N2CC(C(=O)N/N=C/c3cccc([N+](=O)[O-])c3)CC2=O)cc1 (configuration not stated)
34.8	0.77	0.64	O=C(O)CSc1c[nH]c2ccccc12
-46.9	-0.12	0.03	C=CCNC(=O)CCCOc1ccc(C)cc1
10.0	-0.79	-0.92	C=CCn1c(N)c(C(=O)NC2CCCCC2)sc1=S
-6.7	-0.1	0.32	COc1ccccc1/C=C/C(=O)OCC(=O)c1c(N)n(C)c(=O)n(C)c1=O
6.7	nt	nt	CC1(C)Cc2ccccc2-c2nc3n(c(=O)c21)CCS3
-16.7	nt	nt	CCCOC(=O)/C(=C\C=C\c1ccco1)NC(=O)c1ccccc1
-19.4	-0.68	-0.18	CCS(=O)(=O)N1CCC(C(=O)NC2CCCCCCC2)CC1
nt	0.44	1.34	Cn1c(=O)oc2cc(S(=O)(=O)N3CCCC(C(=O)NCc4cccs4)C3)ccc21 (configuration not stated)

# Profiles from above. Order of values: INS promoter inh	sdo1 growth Rescue 24 h	sdo1 growth
# Profile of `Cc1c2c(n3c(nc4ccccc43)c1C#N)N(CCN(C)C)CC2` : -81.8	nt	nt
# Profile of `Cc1ccc2c(c1)N(CCCC(=O)NCCC1=CCCCC1)C(=O)CO2` : nt	0.39	-0.6
# Profile of `COc1ccccc1/C=C/C(=O)OCC(=O)c1c(N)n(C)c(=O)n(C)c1=O` : -6.7	-0.1	0.32
# Profile of `Cc1cc(C(=O)CCl)c(C)n1CCc1ccc(F)cc1` : 100.0*	nt	nt
# Profile of `C=CCn1c(SCc2ccc(C#N)cc2)nnc1-c1ccc(C)cc1` : -58.8	-0.02	-0.88

# Entries listed above printed as active in INS promoter inh.
INS promoter inh	sdo1 growth Rescue 24 h	sdo1 growth	molecule
100.0*	nt	nt	Cc1cc(C(=O)CCl)c(C)n1CCc1ccc(F)cc1

# Next structures:
INS promoter inh	sdo1 growth Rescue 24 h	sdo1 growth	molecule
nt	0.2	0.24	Cn1c(COc2ccc(Cl)cc2)nnc1SCC(=O)Nc1ccc2c(c1)CCC2
nt	1.55	1.03	COc1ccccc1OCC(O)CN1C(=O)NC(C)(C)C1=O (configuration not stated)
-57.1	nt	nt	CC1CN(C)C(C)c2c1oc1ccc([N+](=O)[O-])cc21 (configuration not stated)
nt	1.15	-1.07	CCOC(=O)/C=C1\NC(=O)CS1
nt	-0.92	-1.72	COc1ccc(/C=C/c2cc(-c3ccc(C)cc3)o[n+]2C)cc1

# A portion of the library, so the mix of outcomes need not match the whole.
